# Bioassay records as filed in PubChem.
# All columns: NCI-60 one-dose screen, growth in % after 48 h at 10 µM unless noted; 100 = growth as untreated, 0 = no growth, -100 = all killed.
# HCT-15 = HCT-15 colon cancer | actives 5.2% (n = 82,000) | AID 1794746
# SW-620 = SW-620 colon cancer; actives 5.2% (n = 82,000); AID 1794795
# OVCAR-4 = OVCAR-4 ovarian cancer cells | actives 3.7% (n = 80,000)
# IGROV1 = IGROV1 ovarian cancer; actives 4.7% (n = 79,000); AID 1794786
# COLO 205 = COLO 205 colon cancer; actives 7.3% (n = 79,000); AID 1794742
# HCT-116 = HCT-116 colon cancer | AID 1794798 | actives 7.3% (n = 82,000)
# SK-OV-3 = SK-OV-3 ovarian cancer cells; actives 3.2% (n = 80,000); AID 1794785
# HT29 = HT29 colon cancer | actives 7.4% (n = 81,000)
# KM12 = KM12 colon cancer cells. actives 5% (n = 82,000)
# Active calls of the source: *; . = no result given; [ ] = another dose, or the depositor's remark. How the source made its calls: active means growth percent below 10; inactive means the rest.
# Sample of the layout:
1) CCCCOCC1OC1COCCCC (stereo not given)
2) O=c1[nH]c(=S)[nH]c(=S)[nH]1
3) C=CCn1c(SCC(=O)Nc2ccc(Cl)cc2)nnc1-c1cc(-c2ccc(Cl)cc2)nc2ccccc12
4) CC1(C)Oc2cc3oc(C(=O)O)cc(=O)c3cc2-c2ccccc21
5) COc1cc2nc3cc([N+](=O)[O-])ccc3c(NCCCNCC(C)(C)O)c2cc1OC
6) CC1=CC2C(=O)C(C)(O)C1C1C(C)(O)C(=O)C=CC21C (stereo not given)
7) C=CCOc1c(CCC)cc(C(=O)N(C)C)cc1CCC
8) COC(=O)c1c(C(=O)OC)c2n(CC(=O)Nc3cccc4cccnc34)c3ccccc3n2c1C(=O)c1ccc(C)cc1
9) COc1cccc(C(=O)c2ccncc2C(=O)O)c1OC
10) CC1=CC(C)(C)NC(=S)N1c1ccccc1C

entry no.	1	2	3	4	5	6	7	8	9	10
HCT-15	107	103	101	97	22	107	104	98	103	103
SW-620	98	98	99	102	-12*	103	106	95	101	102
OVCAR-4	106	105	113	101	-37*	121	121	100	95	102
IGROV1	107	99	101	99	-18*	94	105	98	105	121
COLO 205	99	104	96	106	-81*	128	116	114	113	101
HCT-116	101	106	91	100	-46*	98	100	49	88	118
SK-OV-3	90	119	86	107	-46*	113	114	119	104	108
HT29	93	103	106	107	-52*	103	91	102	106	109
KM12	96	102	98	105	-47*	104	102	109	107	103

11) C[C@@]1(C(=O)Nc2ccc(F)nc2)CCCN1c1nc(Nc2cc(C3CC3)[nH]n2)c2cccn2n1
12) O=C(Cn1c(-c2cncs2)nc2ccccc21)Nc1ccc(F)c(Cl)c1
13) O=C(NC1CCCCC1)NC1CCCCC1
14) COc1ccc(-c2nc3c(c(-c4ccccc4)nn3-c3ccccc3)c(-c3ccc(N4CCCCC4)cc3)c2C#N)cc1
15) COC(=O)c1nc(N)nc(C(=O)OC)c1C(=O)c1cccc2ccccc12
16) COc1cc2ncnc(Nc3ccc4c(cnn4C(=O)Nc4ccc(C)c(Cl)c4)c3)c2cc1OC

entry no.	11	12	13	14	15	16
HCT-15	26	98	104	90	102	94
SW-620	16	85	102	84	118	112
OVCAR-4	0.2*	93	98	98	108	86
IGROV1	1.4*	100	92	98	117	58
COLO 205	-49*	112	108	116	144	.
HCT-116	7.8*	97	96	93	111	106
SK-OV-3	19	100	97	105	121	105
HT29	-32*	92	102	105	104	72
KM12	-24*	.	107	100	110	101

# Results (from the top)
1) CCCCOCC1OC1COCCCC (stereo not given)
2) O=c1[nH]c(=S)[nH]c(=S)[nH]1
3) C=CCn1c(SCC(=O)Nc2ccc(Cl)cc2)nnc1-c1cc(-c2ccc(Cl)cc2)nc2ccccc12
4) CC1(C)Oc2cc3oc(C(=O)O)cc(=O)c3cc2-c2ccccc21
5) COc1cc2nc3cc([N+](=O)[O-])ccc3c(NCCCNCC(C)(C)O)c2cc1OC
6) CC1=CC2C(=O)C(C)(O)C1C1C(C)(O)C(=O)C=CC21C (stereo not given)
7) C=CCOc1c(CCC)cc(C(=O)N(C)C)cc1CCC
8) COC(=O)c1c(C(=O)OC)c2n(CC(=O)Nc3cccc4cccnc34)c3ccccc3n2c1C(=O)c1ccc(C)cc1

entry no.	1	2	3	4	5	6	7	8
HCT-15	107	103	101	97	22	107	104	98
SW-620	98	98	99	102	-12*	103	106	95
OVCAR-4	106	105	113	101	-37*	121	121	100
IGROV1	107	99	101	99	-18*	94	105	98
COLO 205	99	104	96	106	-81*	128	116	114
HCT-116	101	106	91	100	-46*	98	100	49
SK-OV-3	90	119	86	107	-46*	113	114	119
HT29	93	103	106	107	-52*	103	91	102
KM12	96	102	98	105	-47*	104	102	109

# Fetched by compound from the entries so far:
8) COC(=O)c1c(C(=O)OC)c2n(CC(=O)Nc3cccc4cccnc34)c3ccccc3n2c1C(=O)c1ccc(C)cc1
6) CC1=CC2C(=O)C(C)(O)C1C1C(C)(O)C(=O)C=CC21C (stereo not given)

entry no.	8	6
HCT-15	98	107
SW-620	95	103
OVCAR-4	100	121
IGROV1	98	94
COLO 205	114	128
HCT-116	49	98
SK-OV-3	119	113
HT29	102	103
KM12	109	104

# Carrying on.
9) COc1cccc(C(=O)c2ccncc2C(=O)O)c1OC
10) CC1=CC(C)(C)NC(=S)N1c1ccccc1C
11) C[C@@]1(C(=O)Nc2ccc(F)nc2)CCCN1c1nc(Nc2cc(C3CC3)[nH]n2)c2cccn2n1
12) O=C(Cn1c(-c2cncs2)nc2ccccc21)Nc1ccc(F)c(Cl)c1
13) O=C(NC1CCCCC1)NC1CCCCC1
14) COc1ccc(-c2nc3c(c(-c4ccccc4)nn3-c3ccccc3)c(-c3ccc(N4CCCCC4)cc3)c2C#N)cc1
15) COC(=O)c1nc(N)nc(C(=O)OC)c1C(=O)c1cccc2ccccc12
16) COc1cc2ncnc(Nc3ccc4c(cnn4C(=O)Nc4ccc(C)c(Cl)c4)c3)c2cc1OC

entry no.	9	10	11	12	13	14	15	16
HCT-15	103	103	26	98	104	90	102	94
SW-620	101	102	16	85	102	84	118	112
OVCAR-4	95	102	0.2*	93	98	98	108	86
IGROV1	105	121	1.4*	100	92	98	117	58
COLO 205	113	101	-49*	112	108	116	144	.
HCT-116	88	118	7.8*	97	96	93	111	106
SK-OV-3	104	108	19	100	97	105	121	105
HT29	106	109	-32*	92	102	105	104	72
KM12	107	103	-24*	.	107	100	110	101

17) CC[N+](C)(CCO)C(Cc1ccccc1)c1ccccc1 (stereo not given)
18) CCn1cc(/C=C2\SC(=S)NC2=O)c2c(C(=O)OC)cccc21
19) COc1cc(/C=C/C(=O)Oc2ccc(/C=C/c3cc(OC(=O)/C=C/c4ccc(O)c(OC)c4)cc(OC(=O)/C=C/c4ccc(O)c(OC)c4)c3)cc2)ccc1O
20) O=C1CC[C@@H](C(=O)N[C@H]2CSSC[C@@H](C(=O)O)NC(=O)[C@H](Cc3ccccc3)NC(=O)[C@@H]3CCCN3C(=O)[C@@H]3CCCN3C2=O)N1
21) COc1ccc(-c2nnc3c4[nH]ccc4ncn23)cc1OC
22) CC(C)[C@H]1CCC2=C3CC[C@]45OC(=O)[C@@]6(CCC(C)(C)C[C@H]64)CC[C@@]5(C)[C@]3(C)CC[C@@]21C
23) O/N=C/c1ccc(Cl)cc1
24) COc1ccc(N2N=C(c3ccc4c(c3)OCCO4)CC2c2cccc(NC(=O)CCNS(=O)(=O)c3ccc(Cl)cc3)c2)cc1 (stereo not given)

entry no.	17	18	19	20	21	22	23	24
HCT-15	106	93	104	97	97	86[100 µM]	96	36
SW-620	73	106	102	96	108	79[100 µM]	101	60
OVCAR-4	125	88	102	109	115	.	97	39
IGROV1	109	106	107	.	98	61[100 µM]	101	50
COLO 205	103	113	97	113	107	97[100 µM]	106	51
HCT-116	93	94	88	95	95	52[100 µM]	91	41
SK-OV-3	93	92	100	90	93	75[100 µM]	98	64
HT29	95	123	38	101	92	42[100 µM]	99	32
KM12	99	95	102	98	101	76[100 µM]	114	31

25) CCSC(=O)NCc1ccco1
26) Cc1ccc(NC(=S)N/C=C(\c2ccccc2)S(=O)Cc2ccccc2)c(C)c1 (stereo not given)
27) Brc1cc2c(cc1C1OCCCO1)OCO2
28) Clc1cc(Cl)c(Cl)c(-c2nnc3sc(-c4ccncc4)nn23)c1
29) COc1cc(C2SCC(=O)N2NC(=O)c2ccc(NC(=O)c3ccccn3)cc2)cc(OC)c1OC (stereo not given)
30) Nc1nc(=O)n(C2CCCO2)cc1Br (stereo not given)
31) COC(=O)C(=O)C(CC(=O)Nc1ccc(C)cc1)C(=O)OC (stereo not given)
32) CCC/C=C/C=N/N1C(=S)N(C2CCCCC2)[C@]23OC(N)=C(C#N)[C@]12C(=O)c1ccccc13

entry no.	25	26	27	28	29	30	31	32
HCT-15	83	103	102	108	104	104	100	68
SW-620	65	98	105	92	106	100	106	79
OVCAR-4	.	91	112	104	107	97	110	79
IGROV1	74	112	118	81	92	119	105	101
COLO 205	83	104	107	108	100	.	107	71
HCT-116	94	100	111	86	88	.	105	51
SK-OV-3	98	100	105	87	108	101	103	98
HT29	49	108	109	123	91	94	105	36
KM12	87	102	109	100	90	113	105	67

33) CCOC(=O)/C(F)=C/C1CC1C1CCCC1 (stereo not given)
34) C/C(=C\CCc1ccsc1)CC/C=C(\C)CCCN1CCC(CO)CC1
35) Cn1ccnc1C(=O)/C=C/c1ccc(NC(=O)c2ccc(F)cc2)cc1
36) Cc1cccc(Cl)c1NC(=O)CN1CCOCC1
37) COc1ccc2c(c1)C(Sc1ccc(C)cc1)c1c(nc(N)c(C#N)c1N)O2 (stereo not given)
38) OC1(c2ccccc2)CC(c2ccccc2)c2ccccc2O1 (stereo not given)
39) COc1ccc(-n2c(-c3ccccc3)c(-c3ccccc3)c3c(SCc4n[nH]c(=S)o4)ncnc32)cc1
40) COc1ccc(/C=C2/C(=O)ON=C2C)cc1

entry no.	33	34	35	36	37	38	39	40
HCT-15	97	0.2*	17	102	85	98	115	112
SW-620	106	-30*	15	109	85	99	93	103
OVCAR-4	105	41	37	111	94	87	87	115
IGROV1	108	56	35	104	69	100	93	115
COLO 205	107	-55*	75	.	111	105	92	104
HCT-116	100	-2.6*	8.9*	78	87	103	86	112
SK-OV-3	113	55	67	105	106	105	79	100
HT29	106	-43*	7.1*	78	102	117	91	99
KM12	102	5.0*	25	104	101	96	93	113

41) CCOC(=O)/C=C/c1ccc(OC)cc1
42) CCN(CC)CCN(CC)c1ccccc1
43) Cc1ccc(-n2nnc3c(N)c(C#N)c(N)nc32)cc1
44) CCCCC(CC)C(=O)OC(C)CC(OC(=O)C(CC)CCCC)C(C)C (stereo not given)
45) COc1ccc(Nc2ncccc2C(=O)NCc2cn(Cc3cccc(Oc4ccccc4)c3)nn2)cc1
46) CC(C)CCC1=C(O)c2ccccc2C(=O)C1=O
47) COc1ccc(C(=O)C[n+]2cn(CCC(=O)Nc3cccc4cccnc34)c3ccccc32)cc1
48) Cc1cccc(N2CCN(CC(O)COc3ccc(Cl)cc3)CC2)c1 (stereo not given)

entry no.	41	42	43	44	45	46	47	48
HCT-15	104	99	107	100	32	103	106	97
SW-620	105	110	101	102	25	98	104	103
OVCAR-4	104	95	110	104	71	109	53	115
IGROV1	109	119	91	94	53	113	82	93
COLO 205	110	103	110	105	44	102	81	98
HCT-116	103	111	95	101	23	99	82	90
SK-OV-3	101	97	88	103	37	99	98	-100*
HT29	90	95	90	101	13	94	83	114
KM12	108	98	96	106	20	105	96	97

49) CCN(Cc1ccccc1)c1ccc(C(=C2C=CC(=[N+](CC)Cc3ccccc3)C=C2)c2cc(O)c(S(=O)(=O)O)cc2S(=O)(=O)O)cc1
50) Nc1cc2c(c(O)c1O)C(=O)c1ccccc1C2=O
51) CCOCCCCC(C)(C)O
52) Nc1ccc(C2=NN(C(=O)c3cc(-c4ccccc4)nc4ccccc34)C(c3cc(-c4ccccc4)nn3-c3ccccc3)C2)cc1 (stereo not given)
53) O=C1C(SCc2ccccc2)=C(Cl)CN1c1ccc(Cl)cc1
54) COc1ccc2nc(Cl)c(C3C(C#N)=C(N)Oc4n[nH]c(C)c43)cc2c1 (stereo not given)
55) Nc1ccc(C(=O)Nc2ccc(Nc3ccncc3)cc2)cc1
56) Cc1cc(-c2ccc(O)c(C)c2)ccc1O

entry no.	49	50	51	52	53	54	55	56
HCT-15	110	84	99	61	89	99	91	103
SW-620	105	111	104	88	101	105	99	115
OVCAR-4	104	97	115	75	103	96	92	99
IGROV1	100	102	118	70	104	102	94	122
COLO 205	110	110	105	75	119	109	105	115
HCT-116	102	88	111	67	90	87	97	102
SK-OV-3	102	89	99	86	117	95	94	124
HT29	107	97	124	91	84	100	96	109
KM12	105	97	100	75	99	95	97	89

57) CCCCn1cnc2c(Sc3c([N+](=O)[O-])ncn3C)nc(N)nc21
58) O=C(Cc1nc2cc(Cl)c(Cl)cc2nc1CC(=O)c1ccccc1)c1ccccc1
59) CC(C)(COC(=O)Nc1ccccc1)[N+](=O)[O-]
60) CC(C)CCC[C@@H](C)C1CCC2C3CCC4=C/C(=N/OCCN5CCCCC5)CC[C@]4(C)C3CC[C@@]21C (stereo not given in full)
61) NC(=O)C(=CNc1nc(-c2ccc(Cl)c(Cl)c2)cs1)C(N)=O
62) Cc1cccc(C2=CCCCC2)c1
63) CC(=O)Nc1c(C)nc[nH]c1=O
64) OCC(O)COc1ccccc1 (stereo not given)

entry no.	57	58	59	60	61	62	63	64
HCT-15	92	70	94	95	94	99	103	97
SW-620	102	93	103	93	106	103	99	103
OVCAR-4	90	74	88	96	103	107	101	102
IGROV1	89	61	111	78	44	106	114	104
COLO 205	100	76	101	101	124	104	103	109
HCT-116	87	57	114	89	100	107	94	101
SK-OV-3	101	77	106	108	108	106	106	98
HT29	100	65	113	94	108	99	106	105
KM12	108	77	104	100	94	108	104	121

65) Cc1cc(=O)n(C)c2cc(N3C(=O)CC[C@@H](NS(=O)(=O)CC(C)C)[C@@H]3c3ccc(Cl)cc3)ccc12
66) CCNC(=O)OCC
67) O=C1Nc2ccc(F)cc2C1=Nc1ccc(O)cc1
68) COc1cc(-c2nc3occn3c2-c2ccnc(NCCNS(=O)(=O)c3ccc(Cl)cc3)n2)ccc1F
69) CSc1nc2nc(N)nc(SC)c2[nH]1
70) COc1cccc2c1C(=O)c1ccccc1C2=O
71) CC1CN(CCCOC(=O)Nc2ccc(Cl)cc2)CCN1C(C)(C)C (stereo not given)
72) Nc1ccc(OCCOc2ccc([N+](=O)[O-])cc2)cc1

entry no.	65	66	67	68	69	70	71	72
HCT-15	101	100	99	75	101	90	114	106
SW-620	109	109	101	109	105	110	110	111
OVCAR-4	96	105	105	79	102	115	111	110
IGROV1	92	102	109	65	105	109	100	89
COLO 205	111	112	113	87	111	105	102	.
HCT-116	100	103	109	64	98	97	100	98
SK-OV-3	108	118	106	67	98	102	94	109
HT29	90	100	113	53	101	.	104	100
KM12	102	112	103	87	102	107	106	105
